Screening data from PubChem.
NPY Y1 blocker: antagonists of human neuropeptide Y receptor Y1 | HEK293-CNG Y1 cells, membrane potential fluorescence; NPY at EC95, then isoproterenol | P25929 | AID 1040 | actives 1% (n = 200,000) | inhibition, % at 3.6 µM;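 active = inhibition above the campaign mean inhibition of all tested compounds plus 3 SD, cut at about 20% in these data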;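 also: 0% = DMSO wells given NPY plus isoproterenol and 100% = isoproterenol alone without NPY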
Target sequence (P25929 whole entry, looked up): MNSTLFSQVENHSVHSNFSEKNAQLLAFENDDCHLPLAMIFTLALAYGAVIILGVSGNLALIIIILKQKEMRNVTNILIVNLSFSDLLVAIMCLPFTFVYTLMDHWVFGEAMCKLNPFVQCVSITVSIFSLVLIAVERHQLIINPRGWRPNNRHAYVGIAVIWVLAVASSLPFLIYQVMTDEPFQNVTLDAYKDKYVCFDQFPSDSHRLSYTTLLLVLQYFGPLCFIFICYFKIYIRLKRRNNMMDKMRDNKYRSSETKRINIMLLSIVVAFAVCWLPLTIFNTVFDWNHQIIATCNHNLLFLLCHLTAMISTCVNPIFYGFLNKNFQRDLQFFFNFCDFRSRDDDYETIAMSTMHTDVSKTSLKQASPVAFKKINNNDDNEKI
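Material: Y1- and CNG-channel-expressing HEK293 cells / Probe or stimulus: NPY 25 nM then isoproterenol 1 µM plus Ro 20-1724 25 µM / Doses: 3.6 µM single dose, DMSO 0.4% / Schedule: compound incubation 1 h at room temperature, readout 45 min post-stimulation / Signal: membrane potential fluorescence / Benchmarks: isoproterenol-only wells as full block versus NPY-plus-isoproterenol wells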
NPY2 pot ag: human NPY-Y2 potentiation or agonism, primary screen | P49146 | cells expressing NPY-Y2, potentiator/agonist read-out | activation, % at 3.6 µM | actives 0.45% (n = 220,000) | AID 1359; in the data active = activation above about 27%;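 also: cells stimulated with NPY near EC25 plus isoproterenol at EC100; 0% = vehicle plus submaximal agonist and 100% = vehicle plus saturating agonist; some results beyond the cut were filed as inactive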
RBBP9 inh: blocks human serine hydrolase RBBP9 | O75884 | recombinant RBBP9, FP-Rh probe fluorescence polarization | inhibition, % at 7.94 µM | actives 0.2% (n = 220,000);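 active = inhibition above the campaign mean of all tested compounds plus 3 SD, cut at about 14% in these data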;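 also: plate controls were DMSO wells with RBBP9 for no effect and wells lacking RBBP9 protein for full effect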
Target sequence (O75884 whole entry, looked up): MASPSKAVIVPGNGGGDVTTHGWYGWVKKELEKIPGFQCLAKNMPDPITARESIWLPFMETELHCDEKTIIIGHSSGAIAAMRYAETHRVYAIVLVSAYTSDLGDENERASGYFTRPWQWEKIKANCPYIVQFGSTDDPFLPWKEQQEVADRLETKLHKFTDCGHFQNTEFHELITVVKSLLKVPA
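System: RBBP9 protein / Buffer or medium: Tris/NaCl buffer pH 8.0 with 0.1% Pluronic / Probe or stimulus: Serine-hydrolase probe FP-Rh, 375 nM pre-mixing / Dosing: 7.94 µM single dose, 0.794% DMSO / Times: enzyme-compound preincubation 30 min, then probe labeling 45 min, 25 °C / Technique: fluorescence polarization (mP), excitation 525 nm, emission 598 nm / Replication: singlicate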
BaF3 tox: counter-screen for JAK2V617F inhibitors: parental Ba/F3 viability inhibitors; CellTiter-Glo ATP luminescence; actives 1.1% (n = 220,000); inhibition, % at 5.6 µM; AID 1486;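 active = inhibition above a per-campaign cutoff, the mean inhibition of all tested compounds plus 3 SD, cut at about 27% in these data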;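 also: 0% = DMSO wells and 100% = JAK Inhibitor I control wells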
NPY-Y1 PAM-ag: potentiators or agonists of human neuropeptide Y receptor Y1. NPY-Y1 expressing cells, potentiator/agonist activation. actives 0.37% (n = 220,000). activation, % at 3.6 µM. AID 1304. P25929; in the data active = activation above about 33%, passing the limit was not always enough;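 also: cells stimulated with NPY at EC10 then isoproterenol at EC100; 0% = low agonist plus stimulus and 100% = saturating agonist plus stimulus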
Ba/F3 V617F tox: loss of viability in JAK2V617F-driven Ba/F3 cells; actives 1.1% (n = 220,000); inhibition, % at 5.6 µM; AID 1446; Ba/F3 EpoR-JAK2V617F viability, ATP luminescence;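 active = inhibition above the campaign mean plus 3 SD over all tested compounds, cut at about 24% in these data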;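 also: cytokine-independent growth of Ba/F3 cells driven by EpoR plus mutant JAK2; 0% = DMSO-treated cells and 100% = JAK inhibitor I control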
S1P4 antag: blocks the human S1P4 receptor; actives 0.26% (n = 220,000); O95977; inhibition, % at 4.98 µM; S1P4-expressing cells, antagonist mode, reporter read-out; in the data active = inhibition above about 29%;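 also: 0% = wells stimulated with agonist and 100% = vehicle wells without agonist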
Target sequence (O95977 whole entry, looked up): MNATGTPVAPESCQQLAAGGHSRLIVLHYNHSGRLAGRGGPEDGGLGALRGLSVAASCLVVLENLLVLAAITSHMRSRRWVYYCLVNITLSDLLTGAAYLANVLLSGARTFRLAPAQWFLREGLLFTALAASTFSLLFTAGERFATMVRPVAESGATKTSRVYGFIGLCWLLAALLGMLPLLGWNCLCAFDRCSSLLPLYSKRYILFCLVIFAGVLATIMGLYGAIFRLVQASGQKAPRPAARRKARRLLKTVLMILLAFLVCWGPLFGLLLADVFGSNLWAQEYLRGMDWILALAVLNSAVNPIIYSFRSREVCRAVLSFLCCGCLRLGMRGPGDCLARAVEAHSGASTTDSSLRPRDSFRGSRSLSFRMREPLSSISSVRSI
Runt-CBFb FRET: blocks binding of human RUNX1 Runt domain to CBFb. Q01196+Q13951. Cerulean-Runt/Venus-CBFb FRET ratio 530/480, 1 h. inhibition, % at 20 µM. actives 0.46% (n = 220,000). AID 1496;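 active = inhibition over about 50% at 20 µM in the single-dose screen, limit read from the data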;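 also: 0% = DMSO wells and 100% = excess unlabeled CBFb competitor control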
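Assay system: Cerulean-Runt domain / Medium: Tris 50 mM pH 7.5, KCl, K2SO4, 0.01% BSA / Timing: protein complex preformed 1 h, compound exposure 1 h, room temperature, dark / Measured by: FRET, excitation 422 nm, emission at 530 and 480 nm / Evaluation: loss of energy transfer signal / Control set: 5 µM unlabeled CBFb as full-inhibition high control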
S1P4 ag: human S1P4 receptor agonism; O95977; S1P4-expressing cell line, agonist reporter assay; activation, % at 4.98 µM; actives 0.35% (n = 220,000); AID 1509; in the data active = activation above about 11%;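 also: 0% = DMSO vehicle and 100% = reference agonist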
* = called active by the depositor; . = not tested or not shown.

SMILES	NPY Y1 blocker	NPY2 pot ag	RBBP9 inh	BaF3 tox	NPY-Y1 PAM-ag	Ba/F3 V617F tox	S1P4 antag	Runt-CBFb FRET	S1P4 ag
COc1ccc(C2CC(=O)C3=C(C2)Nc2ncnn2C3c2ccccc2C)c(OC)c1 (configuration not stated)	-3	8	3	1	4	-4	-17	0	2.5
CC1CCCN(S(=O)(=O)c2ccc(C(=O)Nc3ccccc3-c3nc4ccccc4[nH]3)cc2)C1 (configuration not stated)	-1	13	-9	3	29	-3	-5	-5	0.0
O=C(Nc1cc(Cl)ccc1Oc1ccccc1)c1ccccc1F	18	-7	-8	3	-58	-2	-9	0	-0.8
Cn1c(=O)oc2cc(S(=O)(=O)N3CCC(C(=O)N4CCN(c5ccccc5)CC4)CC3)ccc21	5	13	7	0	14	-4	4	-1	-1.3
CCOC(=O)C(C)C1(O)c2ccccc2-c2ncccc21 (configuration not stated)	-7	-6	-4	2	-9	-1	-6	0	1.1
COc1cc(C(C)=O)ccc1Oc1ncnc2c1cnn2-c1ccc(F)cc1	2	-2	-3	4	6	0	-9	-4	-1.0
Cc1nc2ccc(F)cc2cc1C(=O)NC(C)C	1	3	4	5	-18	4	-9	-1	3.4
O=C(CCSc1nnc(-c2ccncc2)o1)Nc1ccc(Cl)cc1	-5	-3	4	1	-33	-3	-5	0	0.4
CCOC(=O)CN1Cc2cccc(C(=O)O)c2C1=O	-1	-2	-3	11	-4	0	-4	0	-0.6
COc1ccc(C2C(C(=O)N3CCCCC3)c3ccccc3C(=O)N2C)cc1 (configuration not stated)	4	-22	-1	2	1	1	-7	0	0.9
CS(=O)(=O)N(CC(=O)Nc1ccccc1C(=O)N1CCCC1)c1cccc([N+](=O)[O-])c1	6	-16	-5	3	1	1	-6	2	0.8
CN(C)S(=O)(=O)c1ccc(NC=C(C#N)C#N)cc1	.	-1	-2	-8	15	-1	-2	9	-1.1
Cc1ccc(NC(=O)Nc2ccccc2C#N)c(Cl)c1	-4	-2	-9	1	0	0	-18	-2	1.2
C=CCOC(=O)C1=C[C@H](C2CCCCC2)[C@@H](CCCO)[C@H](OCC)O1	-5	3	-7	3	-3	-3	7	-8	-1.0
CCCCN(CCCC)S(=O)(=O)c1ccc(NC(=O)c2cccs2)cc1	2	8	-46	4	23	-4	-15	-2	-0.8
CCN(C(=O)COC(=O)c1cc(-c2ccccc2)nn1-c1ccccc1)C1CCS(=O)(=O)C1 (configuration not stated)	-7	-5	-11	0	-13	1	-7	-5	0.2
CC(=O)N1CCc2cc(Br)cc(S(=O)(=O)NCc3ccccn3)c21	10	-21	-1	5	-20	5	0	-1	1.6
CCn1c(SCC(=O)Nc2cccc(C)c2)nc2nc3c(cc2c1=O)COC(C)(C)C3	.	2	-2	-1	1	3	6	-6	-1.1
COc1cccc(CC2(CO)CCN(CC3=CC[C@H]4C[C@@H]3C4(C)C)CC2)c1	18	-16	9	4	-26	0	-10	1	-1.1
O=C1CC2c3ccccc3C1C1C(=O)N(CCO)C(=O)C21 (configuration not stated)	0	5	-5	6	7	0	-6	-1	3.1
Cn1nc(C(F)(F)F)c(CN2CC(C)(C)C2=O)c1N1CCOCC1	-4	-18	-6	3	5	2	-5	0	-1.8
COc1ccccc1OCCC(=O)OCC(=O)Nc1ccc(S(=O)(=O)N2CCOCC2)cc1	7	7	-4	1	14	-5	10	-2	-1.1
OCCN(Cc1ccccc1)C(=S)NC1CCCCC1	6	2	-2	7	-1	1	-9	-1	1.6
CCN(CCCNC(=O)C1CCC(=O)N1Cc1ccccc1Cl)c1cccc(C)c1 (configuration not stated)	9	10	-5	3	-8	-4	-10	1	1.9
COc1ccc(CNC(=O)NC2CCCCC2)cc1	3	5	-5	1	-1	-3	-4	-4	2.2
Cc1cccc(OCCCC(=O)Nc2ccc(S(N)(=O)=O)cc2)c1C	-3	2	-9	4	9	-1	-4	0	-0.8
Cc1ccc(S(=O)(=O)Nc2ccc(NC(=O)c3cccs3)cc2)cc1	2	17	-4	0	-14	-1	-16	1	0.3
CN1C(=O)NC(c2ccc(O)cc2)C2=C1CN(c1ccccc1)C2=O (configuration not stated)	.	21	-6	-5	16	-2	-14	0	-0.4
COc1ccc(-c2cccc(C(=O)Nc3ccc(C)cc3)c2)cc1	5	-24	-5	2	-14	-2	-21	0	-4.0
COc1ccccc1NC(=O)CC(=O)CSc1nnc(-c2ccc(C)cc2)n1-c1ccccc1	-1	7	-10	-1	14	-4	2	8	0.1
O=C(Nc1ccc(Cl)cc1)N1CC=CCC1	-1	13	4	5	8	-3	-2	0	0.8
O=C(Nc1cccc2ccccc12)N1CCOCC1	1	-1	-2	6	-6	-4	-22	2	0.5
Cc1cc(C)nc(NC(=O)CSc2ccccn2)n1	6	-3	-10	4	2	0	-15	-1	-1.4
Cc1nn(S(=O)(=O)c2cccs2)c(C)c1Sc1ccccc1	8	-4	-5	2	-14	-1	2	1	-2.2
CCNC(=S)NNC(=O)c1cc(C2CC2)nc2ccccc12	-2	-13	-6	2	6	-4	-8	.	1.5
O=C1CC(Sc2ncccn2)C(=O)N1c1ccccc1 (configuration not stated)	-2	0	1	9	7	0	-1	1	-0.6
COC(=O)c1ccc(CSc2n[nH]c(C)n2)o1	5	3	5	5	6	-1	-11	1	0.0
COc1cccc(NC(=O)COC(=O)CCS(=O)(=O)c2ccc(C)cc2)c1	-1	-22	-5	6	-24	2	-21	0	0.9
CC(C)(C)OC(=O)NCCc1nnc(SCc2ccccc2)o1	.	-15	1	0	6	-3	-12	0	0.9
O=S(=O)(c1ccccc1F)N(Cc1ccco1)Cc1nnc(-c2ccccc2Br)o1	-6	-6	-3	4	18	1	8	3	0.9
O=C1C(Cl)=C(N2CCCCC2)C(=O)C(Cl)=C1c1cnc(N2CCCCC2)s1	0	14	1	0	0	-3	2	30	1.2
CC1=C(C(=O)Nc2ccccc2)C(c2ccco2)NC(=S)N1 (configuration not stated)	0	-10	-5	2	5	0	-11	-2	3.4
Cc1cccc(-c2noc(-c3ccc4c(c3)OCO4)n2)c1	2	4	0	4	-2	-2	-8	-1	-0.9
COc1ccc(Nc2nnc(-c3ccc(O)cc3)c3ccccc23)cc1C(N)=O	5	-4	-2	3	-3	5	3	0	4.7
O=C(C1CCN(C2CCN(Cc3cccc4c3OCO4)CC2)CC1)N1CCOCC1	-1	0	-4	-2	-4	-2	5	4	0.4
Cn1c(SCC(=O)OCC(=O)c2ccccc2)nnc1-c1cccs1	-7	10	-5	-2	9	-3	-7	1	-0.4
O=C1c2ccccc2NC(c2c(Cl)cccc2Cl)N1Cc1ccccc1 (configuration not stated)	11	-7	3	0	-3	-2	14	3	-2.0
COc1cc2cc(CN(CCc3cccc(C)c3)C(=S)NCCCN(C)C)c(=O)[nH]c2cc1OC	5	-8	-4	3	-21	0	-13	1	2.3
CCOC(=O)c1c(C)[nH]c(C(=O)N2CCCC(C(=O)c3ccccc3OC)C2)c1C (configuration not stated)	.	-10	-4	0	0	0	13	-1	-0.2
COCCNC(=S)N1CCN(c2ccc(Cl)cc2)CC1	1	4	-5	2	-1	-1	-6	0	0.2
CC(=O)N1CCN(CC(=O)Nc2ccc(SC(F)F)cc2)CC1	4	9	-5	4	-6	-2	-7	1	-2.0
CC(C)C(=O)NC(=S)Nc1ccccc1N1CCN(C(=O)c2ccc(Cl)cc2)CC1	0	11	-6	1	-10	1	-2	-2	0.2
CN(C)c1ccc([C@@H]2[C@@H]([N+](=O)[O-])[C@H]3C=Cc4ccccc4N3[C@H]2C(=O)c2ccc(Cl)cc2)cc1	1	8	-1	40*	15	7	-10	-8	0.3
Cc1cc(C)n2nc(SCC(=O)N/N=C/c3cccc(Br)c3)nc2n1	1	6	-7	4	-3	2	-12	3	0.4
O=C(N/N=C/c1cn(-c2ccccc2)nc1-c1ccc2c(c1)OCCO2)c1ccncc1	0	0	-10	0	3	-3	1	-2	0.1
O=C(O)c1c(F)c(F)cc2ccccc12	2	-4	-5	4	-2	-1	-28	0	-0.5
O=C(c1ccco1)N(CCC(c1ccccc1)c1ccco1)Cc1ccco1 (configuration not stated)	3	-1	-11	2	-18	-6	5	5	-2.8
O=C(Nc1ccccc1N1CCOCC1)c1cccs1	11	-4	3	-1	-12	-4	4	1	-1.2
O=C1CSc2ccc(C(=O)N3CCN(c4ccccn4)CC3)cc2N1	2	-15	0	3	8	-2	-8	0	-0.5
CC(C)(C)C(=O)N1CCN(c2ncccc2C(F)(F)F)CC1	.	-5	0	2	6	2	1	0	0.8

The list continues:
SMILES	NPY Y1 blocker	NPY2 pot ag	RBBP9 inh	BaF3 tox	NPY-Y1 PAM-ag	Ba/F3 V617F tox	S1P4 antag	Runt-CBFb FRET	S1P4 ag
CCOc1cc(/C=C2\CCCC(C(=O)C(F)(F)F)=C2O)ccc1O	2	-10	-8	1	-7	-2	-15	-6	1.5
Cc1cccc(NC(=O)[C@H](Cc2ccccc2)NC(=O)OCc2ccccc2)c1	0	-8	-13	4	-31	-1	-16	-1	0.2
O=C(N/N=C/c1ccco1)c1cc(-c2ccc3ccccc3c2)n[nH]1	-3	1	-14	3	-4	-1	10	25	0.2
CCC(=O)N/C(N)=N/c1nc2ccccc2o1	.	28	-1	2	12	0	-17	-2	0.2
Cc1ccc(-n2c(-c3ccncc3)n[nH]c2=S)c(C)c1	-2	2	-7	-4	12	-2	6	8	-0.5
O=C(O)CCC(=O)N1CCC(C(=O)c2cccc(Cl)c2)CC1	7	-11	-4	3	14	2	-4	0	0.5
CC(C)c1nc(SCC(=O)N2CCOCC2)c2c(=O)n(C)c(=O)n(C)c2n1	2	7	-1	3	20	0	-12	2	-0.7
COc1ccc(-c2[nH]c(-c3ccc(SC)cc3)nc2SCC(=O)Nc2nccs2)cc1	-7	6	1	2	21	-1	-11	1	-0.5
Cc1c(C(=O)N2CCCCC2)sc(NC(=O)C2CC2)c1C#N	7	1	-9	5	-19	3	-22	-3	-0.8
O=C(CCn1cnc2ncccc2c1=O)N1CCN(c2cccc(Cl)c2)CC1	.	-7	-1	-1	-18	-1	4	0	1.4

Compounds shown so far with a cyano group:
SMILES	NPY Y1 blocker	NPY2 pot ag	RBBP9 inh	BaF3 tox	NPY-Y1 PAM-ag	Ba/F3 V617F tox	S1P4 antag	Runt-CBFb FRET	S1P4 ag
CN(C)S(=O)(=O)c1ccc(NC=C(C#N)C#N)cc1	.	-1	-2	-8	15	-1	-2	9	-1.1
Cc1ccc(NC(=O)Nc2ccccc2C#N)c(Cl)c1	-4	-2	-9	1	0	0	-18	-2	1.2
Cc1c(C(=O)N2CCCCC2)sc(NC(=O)C2CC2)c1C#N	7	1	-9	5	-19	3	-22	-3	-0.8
